# Source: PubChem BioAssay
# FLuc modulator: inhibits or activates purified firefly luciferase, miR-21 counter-screen | purified FLuc, Km substrates, luminescence inhibition | Potency, µM (series often up to 57.5 µM), inactives show at the top dose activity change, negative = inhibition, actives largely listed as inhibitors | P08659 | AID 588342 | actives 6.9% (n = 360,000);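 note: plate controls were vehicle for no effect and reference inhibitor for full effect; nearly all actives have a fitted effect of over 55% in size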
# Target sequence (P08659 whole entry, looked up): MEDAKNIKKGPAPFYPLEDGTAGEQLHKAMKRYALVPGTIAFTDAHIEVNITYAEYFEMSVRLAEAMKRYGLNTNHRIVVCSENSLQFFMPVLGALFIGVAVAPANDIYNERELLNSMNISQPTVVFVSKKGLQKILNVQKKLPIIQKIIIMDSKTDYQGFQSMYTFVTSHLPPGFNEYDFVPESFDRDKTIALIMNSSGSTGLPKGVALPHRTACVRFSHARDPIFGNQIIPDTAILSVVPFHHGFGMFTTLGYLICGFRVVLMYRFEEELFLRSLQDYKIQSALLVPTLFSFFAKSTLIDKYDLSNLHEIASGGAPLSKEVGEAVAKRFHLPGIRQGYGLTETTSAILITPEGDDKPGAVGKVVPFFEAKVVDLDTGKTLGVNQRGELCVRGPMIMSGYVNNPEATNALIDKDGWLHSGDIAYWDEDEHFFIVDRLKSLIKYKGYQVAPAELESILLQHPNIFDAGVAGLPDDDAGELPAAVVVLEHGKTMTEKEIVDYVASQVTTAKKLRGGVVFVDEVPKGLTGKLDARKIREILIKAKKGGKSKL
#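 Biochemical qHTS of compounds, final roughly 60 µM downward over six points, against 10 nM purified firefly luciferase using Km concentrations of substrates (10 uM D-luciferin, 10 uM ATP) in Tris acetate pH 7.5 buffer; luminescence output.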
# uPA surface inh: inhibitors of cell surface uPA generation; Potency, µM (top dose mostly 38.3 µM), for the others: top-dose activity change, negative = inhibition, hits mostly inhibitors; cell surface uPA generation assay, qHTS; actives 0.31% (n = 330,000); active = well fitted inhibition curve with a large enough effect; inconclusive = small, poorly fitted or top-dose-only effect; inactive = no such curve, though single readings can be large or run the other way; tested in mouse RAW 264.7 cells; note: % is set by controls: 0 for no effect and ±100 for the full control effect; nearly all actives have a fitted effect of over 55% in size
# Rab9 prom act: activators of Rab9 promoter; Huh7 Rab9 promoter-luciferase reporter, luminescence, 24 h; Potency, µM (top dose mostly 9.22 µM), for the others: at the highest dose activation, negative = inhibition, most hits filed as activators; actives 2.8% (n = 320,000); AID 485297; note: % of control where 0% means no effect; nearly all actives have a fitted effect of over 60% in size
#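 Cell-based reporter: Huh7 stable for Rab9 promoter-driven luciferase, plated in reduced-serum medium with 10% FBS at 1500 cells/well, compound-treated 24 h at 37 °C, luminescence read after 10 min reagent.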
# p53 reactivation: re-activators of mutant p53 | H1299 p53-A138V BP100-luciferase reporter, luminescence, 24 h | AID 504706 | actives 0.063% (n = 320,000) | Potency, µM (top dose mostly 92.2 µM), for inactives: at the highest dose activity change, positive = activation, usual class: activators; note: % of control where 0% means no effect; nearly all actives have a fitted effect of over 45% in size
#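 p53-null H1299 cells stably carrying temperature-sensitive p53-A138V and a BP100-luciferase reporter were pinned with compounds (4-point, 1:5 series) and held 24 hrs at 37 deg C. Luminescence was read 10 min after detection reagent.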
# NPC1 promoter act: activators of NPC1 promoter. Huh7 NPC1 promoter luciferase reporter, 24 h. Potency, µM (doses to about 9.22 µM), inactives show at the top dose activation, most hits filed as activators. actives 2.4% (n = 320,000). AID 485313;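 note: % of control where 0% means no effect; nearly all actives have a fitted effect of over 60% in size; reporter is driven by a mutant NPC1 promoter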
#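 Huh7 cells stably carrying NPC1 promoter–luciferase, plated in Opti-MEM with 10% FBS for 2 h, were exposed to compound in DMSO for 24 h at 37 °C; luciferase reagent was added for 10 min and luminescence read.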
# RORgamma inh: inhibitors of mouse ROR gamma transcriptional activity; AID 2551; Drosophila S2 Gal4-RORgamma UAS-luciferase reporter, 20 h; actives 5.4% (n = 310,000); P51450; Potency, µM (series often up to 53.6 µM), without a hit: at the top dose activity change, negative = inhibition, actives largely listed as inhibitors; note: % is set by controls: 0 for no effect and ±100 for the full control effect; nearly all actives have a fitted effect of over 60% in size
#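 Drosophila Schneider cells stably carrying a metallothionein-driven Gal4 DBD–ROR gamma fusion and a UAS-Photinus luciferase reporter were exposed to compound for 1 hr, then induced with copper sulfate (700 uM final) for 20 hr at ambient temperature before luminescence reading.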
# ELG1 genotoxic: induces genotoxicity in HEK293T cells with luciferase-tagged ELG1; HEK293T ELG1-luciferase reporter, luminescence, 16 h; Potency, µM (series often up to 46 µM), inactives show top-dose activity change, positive = activation, hits mostly activators; actives 1.3% (n = 330,000); AID 504466; note: % of control where 0% means no effect; nearly all actives have a fitted effect of over 60% in size
#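 After overnight (16 hr) compound treatment at 37 °C, ELG1-luciferase HEK293T cells were lysed with ONE-Glo; luminescence quantified 30 min later at room temperature.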
# Gal4-VP16 FLuc: Gal4-VP16 reporter inhibition counter-screen | Drosophila S2 Gal4-VP16 UAS-luciferase, luminescence, 20 h | actives 3.5% (n = 310,000) | Potency, µM (titrated, usually from 53.6 µM), without a hit: at the highest dose activity, negative = inhibition, hits mostly inhibitors | AID 2546;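 note: Gal4-VP16 expression switched on by copper sulfate through the metallothionein promoter; % is set by controls: 0 for no effect and ±100 for the full control effect; nearly all actives have a fitted effect of over 50% in size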
# BRCA1 expr up: activators of BRCA1 expression. MCF7-BRCA1-FFLuc reporter, luminescence, 48 h; response scale: scaled: vehicle 0%, 10 µM genistein 100%. Potency, µM (doses to about 46.1 µM), for inactives: top-dose activation, hits mostly activators. AID 624202. actives 1.1% (n = 380,000); note: nearly all actives have a fitted effect of over 80% in size; some results filed as inactive show a strong effect at the top dose
#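 Reporter cells (MCF7, BRCA1 promoter-firefly luciferase) received library compounds across a concentration series for 48 h. End-point luminescence was measured and concentration-effect curves derived after normalization.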
# MBNL1-CUG inh: blocks human MBNL1 binding to CUG repeat RNA. Q9NR56. TR-FRET MBNL1-His/biotin-(CUG)12 binding, 665/545 ratio. Potency, µM (titrated, usually from 57.5 µM), for the others: at the highest dose activity change, negative = inhibition, most hits filed as inhibitors. actives 0.036% (n = 280,000). AID 2675; active = well fitted inhibition curve with a large enough effect in the signal ratio, with a control signal flat, not every such curve was filed as active; inconclusive = small, poorly fitted or top-dose-only effect, or effect the other way, or a change in a side signal; inactive = no such curve, though single readings can be large or run the other way; the % refers to the signal ratio; note: % is set by controls: 0 for no effect and ±100 for the full control effect
# Target sequence (Q9NR56 whole entry, looked up): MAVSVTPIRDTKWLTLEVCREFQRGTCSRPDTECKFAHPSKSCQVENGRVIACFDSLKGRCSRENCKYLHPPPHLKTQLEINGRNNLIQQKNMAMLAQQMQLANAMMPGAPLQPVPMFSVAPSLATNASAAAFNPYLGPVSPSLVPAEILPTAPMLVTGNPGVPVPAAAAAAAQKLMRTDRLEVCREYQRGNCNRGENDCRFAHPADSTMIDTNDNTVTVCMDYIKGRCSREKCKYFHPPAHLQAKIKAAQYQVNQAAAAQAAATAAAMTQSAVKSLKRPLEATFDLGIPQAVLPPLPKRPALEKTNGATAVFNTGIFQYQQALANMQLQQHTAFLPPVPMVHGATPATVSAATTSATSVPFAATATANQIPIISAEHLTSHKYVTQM
#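 TR-FRET readout: Ex 340 nm, 665/545 nm emission ratio, normalized to buffer-only (basal) and MBNL1-(CUG)12 controls. Complex of MBNL1-His with Biotin-(CUG)12, compounds 92 nM–58 uM, incubated 60 min at room temperature.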
# The depositor's hits bear a star; ? = inconclusive; . = no result given; [ ] = dose if it differs, or a comment. Unless noted, calls come from the whole dose curve; as a rule, active = well fitted curve in the direction sought with a large enough effect; inconclusive = small, poorly fitted or top-dose-only effect, or another doubt; inactive = no such curve, though single readings can be large; an effect the other way counts as inactive or inconclusive. Potency is the fitted concentration of half-maximal effect.
canonical_smiles	FLuc modulator	uPA surface inh	Rab9 prom act	p53 reactivation	NPC1 promoter act	RORgamma inh	ELG1 genotoxic	Gal4-VP16 FLuc	BRCA1 expr up	MBNL1-CUG inh
COc1ccc2c(=O)c(N3C(=O)c4ccccc4C3=O)c(C)oc2c1	4%	1%	-3%	1%	-2%	17%	4%	5%	-4%	10%
CCCCNC(=O)N1CCC(CCC(=O)N(C)Cc2ccccc2)CC1	0%	-3%	-6%	7%	-3%	25%	0%	0%	-3%	-10%
CC(=O)Nc1ccc(/C=N/Nc2nc3ccccc3s2)cc1	0.95µM*	-7%	0.45µM*	?	0.71µM*	-9%	2.6µM*	3%	?	.
COc1ccc(S(=O)(=O)Nc2ccc(S(=O)(=O)Nc3nc(C)cc(C)n3)cc2)cc1OC	-1%	-5%	0%	4%	7%	-12%	2%	5%	6%	-7%
Nc1nc(C2C(=O)CCCC2=O)cs1	-2%	.	?	-8%	-1%	-29%	-3%	1%	1%	-5%
COc1ccc(/C=N/Nc2cc(C)nc(N3CCOCC3)n2)cc1	2.4µM*	3%	19%	3%	12%	-6%	3%	-2%	38%	-1%
NC(=O)[C@@H]1CCCN1C(=O)c1cc(COc2ccc(F)cc2F)on1	-15%	-17%	12%	25%	-1%	20%	8%	10%	44%	-3%
O=C1CSc2ccc(S(=O)(=O)N3CCN(c4ccccc4)CC3)cc2N1	1%	11%	-1%	-3%	6%	40%	-5%	-9%	-3%	-8%
CN(Cc1ccccc1)C(=O)c1ccc(NC(=O)Cc2cccc(NC(=O)C3CCCN(C(=O)CCc4ccccc4)C3)c2)cc1 (stereo unspecified)	-11%	-2%	-5%	-5%	-8%	.	-8%	.	-44%	.
CCCC(=O)NCCc1cc2cc(C)c(C)cc2[nH]c1=O	0%	4%	-3%	-5%	1%	?	0%	-11%	7%	-4%
COc1ccc(C(=O)C2CCCN(Cc3ccc4c(c3)OCCO4)C2)cc1F (stereo unspecified)	-8%	2%	-7%	-3%	0%	2%	-4%	4%	-13%	-3%
c1cc(-n2cnnn2)ccc1NC1=NCCC1	0%	1%	-2%	2%	-1%	1%	2%	1%	-2%	-2%
Fc1ccc(COc2ccccc2C(=S)N2CCCC2)cc1	?	-3%	-7%	28%	2%	?	-1%	2%	-4%	-4%
O=C(Nc1cccc2nsnc12)c1cccnc1	4%	1%	1%	-1%	0%	-7%[10 µM]	0%	-4%	-38%	.
CN1C(=O)CSC1=Nc1cccc(Cl)c1	7%	29%	-5%	.	-5%	0%	2%	-11%	6%	7%
CCCCOc1ccccc1C(=O)NCCCCCC(=O)O	5%	1%	-5%	-1%	0%	-28%	2%	3%	-22%	-1%
COc1cc(NC(=O)c2cccnc2SC)cc(OC)c1	2%	0%	0%	-4%	11%	29%	0%	-8%	-37%	-1%
Cc1onc(-c2c(Cl)cccc2Cl)c1NC(=O)NNc1ccccn1	3%	11%	-2%	1%	-1%	-17%	0%	12%	-7%	0%
COC(=O)C1=C(C)NC2=C(C(=O)CCC2)C1c1coc2ccccc2c1=O (stereo unspecified)	-2%	-8%	-4%	0%	2%	-21%	7%	1%	-9%	8%
COCC1CCCCN1C(=O)c1cccc(OC2CCN(C(=O)C3CC3)CC2)c1 (stereo unspecified)	?	12%	?	9%	19%	?	13%	?	21%	1%
CCC(=O)Oc1ccc2ccccc2c1CNC(=O)c1ccccc1	-7%	-3%	-2%	-3%	2%	?	-1%	4%	-32%	-1%
CCCOc1ccc(/C=C/C(=O)NC2CCCCC2)cc1	-14%	2%	18%	?	22%	-2%	7%	-17%	34%	1%
CCCCSc1nc2[nH]ncc2c(=O)[nH]1	0%	-5%	-1%	-1%	-3%	-1%	4%	-2%	-2%	14%
Cc1ccc(Nc2nc(CSc3n[nH]c(N)n3)cs2)cc1	1.3µM*	?	2.2µM*	23%	1.1µM*	13µM*	?	-13%	?	4%
Cc1ccc(SCC(=O)NCc2ccc(F)cc2)cc1	7%	1%	-8%	1%	-2%	10%	-2%	-6%	42%	1%
Cc1cccc(NC(=O)C2CCN(S(=O)(=O)c3ccc4c(c3)NC(=O)CO4)CC2)c1C	1%	1%	-1%	2%	-1%	-1%	-3%	-8%	-9%	2%
N/C(=N\OC(=O)Cc1ccccc1[N+](=O)[O-])c1ccncc1	2%	2%	-5%	-5%	-2%	-13%	-2%	4%	24%	17%
Cc1ccc(S(=O)(=O)N(CC(O)CN2C(=O)NC(C)(C)C2=O)c2ccccc2)cc1 (stereo unspecified)	-6%	-6%	-7%	1%	-4%	19%	-1%	2%	-3%	7%
Nc1[nH]n(-c2ccccc2)c(=O)c1N=Nc1ccc2ncsc2c1	19µM*	1%	22%	0%	20%	17%	0%	2%	64%	?
CCN1C(=O)[C@@H]2[C@@H](c3ccc(-c4ccc(OC)cc4)c(OC)c3)N3CCC[C@@]3(C(=O)OC)[C@@H]2C1=O	-1%	10%	1%	-7%	-6%	.	-1%	.	-8%	.
CCOc1ccc(Cc2n[nH]c(=S)n2N)cc1	7%	0%	2%	-8%	1%	14%	-2%	-10%	14%	.
Fc1ccccc1N1CCN(c2ncnc3nc[nH]c23)CC1	4%	5%	14%	-1%	-3%	-5%	1%	4%	-25%	2%
O=C(CN1CCN(S(=O)(=O)c2cccc(Cl)c2)CC1)N1CCCCC1	6%	-24%	-3%	6%	-1%	.	1%	.	-2%	.
O=C(CSc1nccc(=O)[nH]1)Nc1cc(C(F)(F)F)ccc1N1CCOCC1	4%	-2%	0%	5%	0%	14%	1%	9%	0%	?
Cc1cccc(C)c1OCc1cc(C(=O)N2CCCCCCC2)no1	?	2%	23%	14%	15%	?	4%	-20%	57%	3%
CCCC(=O)Nc1ccc(S(=O)(=O)N2CCC(c3nc4ccccc4[nH]3)CC2)cc1	6%	2%	-4%	-13%	-4%	.	-4%	.	-31%	.
Cc1cccc(NC(=O)Nc2ccncc2)c1	17µM*	-28%	17%	-2%	12%	20%	7%	-7%	52%	-13%
CN1CCCN(C(=O)c2cccc(Cl)c2)CC1	9%	4%	4%	.	0%	1%	5%	-7%	-6%	-5%
CN(C)S(=O)(=O)N1CCC(Oc2ccc(C(=O)NC3CCOC(C)(C)C3)cc2)CC1 (stereo unspecified)	-3%	-4%	0%	8%	-5%	2%	-3%	4%	-9%	-2%
O=C(Cc1c[nH]c2ccccc12)N/N=C/c1cccc(F)c1	-15%	22%	1%	-15%	-4%	49%	2%	-6%	-8%	?
COc1ccccc1C1=NN(C(=O)c2ccccc2)C(c2ccc(Br)cc2)C1 (stereo unspecified)	-9%	-2%	0%	-1%	0%	0%	0%	?	-24%	2%
O=S(=O)(Cc1ccccc1)N1CCCC(c2nc(-c3ccc(F)cc3)no2)C1 (stereo unspecified)	3%	.	-6%	-2%	-7%	18%	-3%	1%	-16%	-4%
CCOc1ccc(C(=O)NCCN(C)C)cc1	4%[2.3 µM]	16%	2%	1%	-3%	-5%	4%	-3%	-46%	1%
COc1cc(-c2cc(C(=O)Nc3ccc(N4CCOCC4)cc3)c3ccccc3n2)cc(OC)c1OC	?	-1%	-2%	-4%	-1%	-19%	-17%	-6%	-20%	?
c1ccc(-c2nc(NCc3cccnc3)c3ccccc3n2)cc1	-14%	.	-9%	-8%	-1%	9%	-6%	-10%	-37%	-16%
CC1CCN(c2nc3c(cc2C#N)COC(C)(C)C3)CC1	0%	.	-9%	-2%	0%	0%	0%	3%	0%	-3%
CCC(=O)C1=C(N2CCCC2)CC(C)(C)CC1=O	0%	6%	-4%	-6%	-1%	-3%	-3%	-6%	2%	-2%
CC(C)CCNC(=O)NC(=O)COC(=O)c1cc(S(=O)(=O)N2CCOCC2)ccc1N1CCCCC1	1%	-4%	-4%	0%	-6%	-2%	4%	-18%	-32%	3%
CCC1=NN(C(=O)c2cccc([N+](=O)[O-])c2)C(O)(c2ccc(C)cc2)C1 (stereo unspecified)	?	-5%	3%	7%	-6%	5µM*	-6%	5.6µM*	-38%	?
CCOc1cc(/C=N/NC(=O)C(=O)NCc2cccnc2)ccc1O	1%	-2%	0%	4%	-3%	32%	-1%	-1%	-16%	15%
CC(=O)c1cccc(-n2nnnc2SCC(=O)Nc2ccccc2N2CCCCC2)c1	0%	0%	-2%	-6%	-1%	-1%	-21%	-5%	-62%	-8%

# Part of the list above, reduced to RORgamma inh:
smiles	RORgamma inh
CC(C)CCNC(=O)NC(=O)COC(=O)c1cc(S(=O)(=O)N2CCOCC2)ccc1N1CCCCC1	-2%
CCC1=NN(C(=O)c2cccc([N+](=O)[O-])c2)C(O)(c2ccc(C)cc2)C1 (stereo unspecified)	5µM*
